Source: PubChem BioAssay
hcGAS lum – inhibitors of human cGAS; 290,000 compounds, 0.081% hits; recombinant h-cGAS, ATP depletion, Kinase-Glo luminescence; inhibition, % at 12.5 µM;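 note: 0% = vehicle reaction and 100% = reaction without DNA for no activity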
Target sequence (Q8N884 whole entry, looked up): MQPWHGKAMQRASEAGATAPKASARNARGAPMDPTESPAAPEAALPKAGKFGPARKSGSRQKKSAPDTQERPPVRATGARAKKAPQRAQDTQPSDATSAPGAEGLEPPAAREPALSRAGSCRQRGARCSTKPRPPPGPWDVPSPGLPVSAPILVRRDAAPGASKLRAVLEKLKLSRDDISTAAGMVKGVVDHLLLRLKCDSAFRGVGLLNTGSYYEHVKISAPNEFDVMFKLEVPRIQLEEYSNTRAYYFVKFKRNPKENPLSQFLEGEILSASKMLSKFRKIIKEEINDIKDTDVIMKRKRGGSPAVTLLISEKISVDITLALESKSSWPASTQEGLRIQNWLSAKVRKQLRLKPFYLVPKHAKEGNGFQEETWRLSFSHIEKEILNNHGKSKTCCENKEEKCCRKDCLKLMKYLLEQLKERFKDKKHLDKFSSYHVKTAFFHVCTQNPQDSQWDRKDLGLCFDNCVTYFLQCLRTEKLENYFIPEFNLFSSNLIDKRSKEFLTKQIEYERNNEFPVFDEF
NPYLR7 agonist – activates Aedes aegypti NPYLR7 receptor | activation, % at 10 µM | AID 1259423 | HEK293T NPYLR7/Galpha15, GCaMP6s calcium fluorescence | 270,000 compounds, 0.15% hits; in the data active = activation above about 40%;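 note: 0% = vehicle and 100% = reference agonist at the receptor; some compounds past the cut are filed as inactive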
mcGAS inh – inhibitors of mouse cGAS; recombinant cGAS, Kinase-Glo ATP depletion luminescence; inhibition, % at 12.5 µM; 160,000 compounds, 0.15% hits; AID 1259399;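 note: 0% = negative control wells and 100% = reference inhibitor with no enzyme activity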
* marks the source's active call; other numbers are inactive results; / = not tested or not shown. Cut-off read from the data, not from the text of the source, unless noted: active = inhibition above about 40%; inactive = the rest.

SMILES,NPYLR7 agonist,mcGAS inh,hcGAS lum
Cc1ccc(C)c(-n2nc(-c3ccco3)cc2C(=O)NC(Cc2ccccc2)c2ccccc2)c1 (stereo not drawn),-10,-3,-3
Cc1c(C#N)c(SC(C)C(=O)NC(C)(C#N)C(C)C)nc2c1CCC2 (stereo not drawn),-1,/,-2
COC(=O)[C@@H]1Cc2ncn(C)c2CN1Cc1cc2ccccc2o1,-8,-8,-3
CCn1ccnc1CNCc1cccnc1Oc1cccc(C(F)(F)F)c1,8,/,-13
COCc1cccc(S(=O)(=O)Nc2ccc3ccn(C)c3c2)c1,13,/,-11
COC(=O)c1ccc(COC(CN2CCN(C(=O)c3ccc(Br)cc3)CC2)c2cccc(OC)c2)cc1 (stereo not drawn),/,-4,-4
CC(C)CN1CCN(c2ccc(C(F)(F)F)cn2)C(C)C1=O (stereo not drawn),-2,-9,-9
CCOC(=O)c1ccc(N=CC2=C(O)CC(C)(C)CC2=O)cc1,0,-6,-6
O=C(Nc1ccccc1C(=O)NCCN1CCOCC1)c1csnn1,2,/,2
Cc1ncccc1C(=O)NCC1(CN2CCN(C)CC2)CC1,3,-22,-5
COc1ccc(CN2CCN(C3CCCCC3)C(=O)C2)cc1C(=O)O,14,/,1
COc1cccc(-n2c(SCC(=O)N3CCOCC3)nc3c([nH]c4ccccc43)c2=O)c1,0,7,1
Cc1ccccc1C(=O)N[C@@H]1CCCCC1NC(=O)C1CCCN(C(=O)Cc2cccs2)C1 (stereo partly drawn),0,-4,-5
COCCCN(CC(=O)N1CCc2sccc2C1COc1ccccc1OC)C(=O)c1ccc(F)cc1 (stereo not drawn),/,-5,-3
COCc1cc(=O)n2[nH]c(-c3ccccc3)cc2n1,-10,/,1
Cc1ccccc1C1(O)CCN(C2CCN(C(=O)c3ccncc3)CC2)C1 (stereo not drawn),-2,/,-10
CCOC(=O)c1ccc2c(c1)nc(SCc1ccc(Br)cc1)n2CCOC,2,-6,-10
COc1cccc(CN2CCCC3(CCN(C(=O)CCc4cnccn4)C3)C2)c1 (stereo not drawn),-2,-9,-8
COCCN(CCOC)c1nc(N)c(C#N)c(CC#N)c1C#N,7,/,-6
COc1ccc(CCC2NCCn3cccc32)cc1OC (stereo not drawn),3,/,-11
Cc1cccc(NC(=O)Cn2c(=O)n(Cc3ccccc3)c(=O)c3oc4ccccc4c32)c1C,4,-6,-6
CCOC(=O)[C@@H]1CN(S(=O)(=O)c2ccc(NC(C)=O)cc2)[C@H]2c3cccc(C)c3O[C@@H]12,0,-9,-10
Cc1ccc(S(=O)(=O)N2CCN(Cn3c(=O)n(C)c4ccccc43)CC2)cc1,7,-7,-5
Cc1ccccc1C1c2ccsc2CCN1C(C)C(=O)N1CCN(C(=O)c2ccc(F)cc2)CC1 (stereo not drawn),13,-4,-2
CCCCCCc1ccc(C(=O)N2CCC(C(=O)NC3CCCC[C@H]3NC(=O)c3ccccc3)CC2)cc1 (stereo partly drawn),8,-5,-6
COc1nc(-c2ccc(C(F)(F)F)cc2)n(-c2ccc(NC(=O)c3ccc(Cl)cc3)cc2)n1,-3,-3,0
CCCN(Cc1nc(-c2ccc(Cl)cc2)no1)CC1CCCO1 (stereo not drawn),1,-6,-6
COCCNC(=O)c1c(C)noc1-c1ccccc1C,/,1,2
COc1ccc(C)cc1NC(=O)C1CCCN1C(=O)c1cccs1 (stereo not drawn),-5,/,-6
CCCCN(CCCC)Cn1c(O)c(N=NC(=O)COc2ccc(Cl)cc2)c2ccccc21,-11,-7,-3
CCOc1ccc(N2CCN(C(=O)c3ccccc3Cl)C(C)C2=O)cc1 (stereo not drawn),3,/,-3
Cc1cc(C(=O)CN2C=Nc3ccccc3S2(=O)=O)c(C)n1CCC(C)C,17,-15,-8
CCN(CC)S(=O)(=O)c1ccc2oc(=S)n(CN3CCOCC3)c2c1,1,-8,-12
COC(=O)c1ccccc1N1C(=O)/C(=C\c2cc(C)c(C)o2)N(C)C1=S,5,-7,-11
CC1COCCN1Cn1nc(Br)nc1Br (stereo not drawn),19,/,-6
CCn1c(=NC(=O)c2ccn(C)n2)sc2cc(F)ccc21,/,-8,-10
O=C(CN1CN(c2ccccc2)C2(CCN(S(=O)(=O)c3cccc4cccnc34)CC2)C1=O)NC1CC1,19,-4,-6
O=C(O)c1ccccc1N=Nc1c(O)[nH]c2ccc(Br)cc12,-4,/,-2
Cc1ccccc1-n1ncc2c1CC(C)(C)CC2NCc1cn[nH]c1-c1ccccc1 (stereo not drawn),/,-11,-6
COc1cccc(COC(CN2CCN(S(=O)(=O)c3ccc(OC(F)F)cc3)CC2)c2ccc(Cl)cc2)c1 (stereo not drawn),28,-5,0
COCCn1c(N2CCCC(C)C2)nc2c1c(=O)[nH]c(=O)n2C (stereo not drawn),15,/,-11
CCOC(=O)c1c(NC(=O)c2ccccc2F)sc(C(=O)N2CCOCC2)c1C,-5,1,3
CSc1nnc2c(n1)OC(c1cc([N+](=O)[O-])ccc1O)N(C(C)=O)c1ccccc1-2 (stereo not drawn),-11,/,-3
CC(C)(C)c1ccc(NC(=O)c2ccc3nc(-c4ccccc4)c(-c4ccccc4)nc3c2)cc1,-6,-6,-4
CC(C)(C)c1ccc2c(c1)CC(CNC(=O)c1cccs1)O2 (stereo not drawn),26,-8,-4
COc1ccc2ccccc2c1CN1CC[C@@H](N2CCN(C)CC2)[C@H](O)C1,5,/,-9
Cc1nc2sccn2c(=O)c1NC(=O)Nc1ccc(F)cc1F,0,-8,-8
COc1cccc(N2C(=O)CSC2c2ccc(NC(=O)c3ccc(Cl)c(Cl)c3)cc2)c1 (stereo not drawn),3,-5,0
CCCCc1n[nH]c(=O)n1Cc1cccs1,24,-17,-4
COc1ccc(C(=O)C(O)c2ccc(OC)cc2)cc1 (stereo not drawn),-7,/,1

Other records.
SMILES,NPYLR7 agonist,mcGAS inh,hcGAS lum
O=C(NCCNc1nc(-c2cccc(Br)c2)nc2ccccc12)c1ccc(C(F)(F)F)cc1,6,-6,-9
CCc1cnc2c(c1N1CCOCC1)c(=O)n(C)c(=O)n2C,2,/,-2
CCC(C)N(CC(=O)N1CCc2sccc2C1c1ccc(F)cc1)S(=O)(=O)/C=C/c1ccccc1 (stereo not drawn),-9,0,2
COc1ccc2cc(-c3[nH]ncc3CN(CCO)Cc3cccs3)ccc2c1,8,/,-7
CCOC(=O)c1ccc2c(c1)nc(SCc1nc(-c3cccc(F)c3)oc1C)n2Cc1ccco1,0,-7,-5
COC(=O)Cn1cnc2sc3c(c2c1=O)CCCC3,2,-3,-11
CCCC(C(=O)NCCN1C(=O)SC(=Cc2ccccc2)C1=O)c1ccccc1 (stereo not drawn),0,-7,-8
CCN1CCN(C(=O)c2cnn(C)c2-c2ccccc2)CC1,19,-6,-7
COc1cccc(/C=C2/C(=O)N(c3ccc(Cl)c(Cl)c3)N=C2C)c1O,-9,2,8
Cc1ccc(-c2nc(CNCC3CCc4nncn4C3)cs2)cc1 (stereo not drawn),6,/,-7
CC#CCN(Cc1ccco1)C(=O)C(C)N(c1ccccc1)S(C)(=O)=O (stereo not drawn),-6,/,-7
COc1cc(NC(=O)c2cc(-c3ccco3)nc3c2cnn3C(C)C)cc(OC)c1OC,-5,-7,-3
O=C(Nc1ccc2c(c1)CCC2=O)c1ccc(CN2CCCC(O)C2)cc1 (stereo not drawn),3,/,-3
COc1ccccc1NC(=O)N1CCOC(c2ccccc2)C1 (stereo not drawn),3,/,-4
Cc1cc(C)c2ccc(C(=O)N3CCOC(C(F)(F)F)C3)nc2c1O (stereo not drawn),-1,/,-4
CCOCCCNC(=O)c1cc(NC(=O)c2ccc(Br)cc2)ccc1N1CCCC1,-1,-6,-5
COc1cccc2c1Oc1[nH]c(-c3cccc(OC)c3OC)nc(=S)c1C2,4,-3,-3
COCCNC(=O)Cn1nc2c(c1NC(=O)c1cc(=O)c3ccccc3o1)CSC2,-4,5,9
COc1c(C)cnc(CN2CCCC3(CC2)CN(C)C(=O)O3)c1C (stereo not drawn),8,-14,-8
CCC1=C(C)C=[N+]=C(NCCCC2CCOC2)N1 (stereo not drawn),/,-7,-16
CC(C)CN1CCOC(CSc2nc3sc4c(c3c(=O)n2C)CCC4)C1 (stereo not drawn),5,/,-2
Cc1ccc(-n2nnnc2CNC(=O)NCc2cccc3ccccc23)cc1,0,-6,-4
O=C(CSc1nc2c(c(=O)n1CCc1ccccc1)SCC2)NCCc1ccccc1,-14,0,1
CCCn1c(C)cn2c3c(=O)n(CCOC)c(=O)n(C)c3nc12,6,/,-5
O=C(Nc1ccc(-c2cc3ccccc3[nH]2)cc1)C1CCN(CCCn2cccn2)CC1,5,/,-4
Cc1ccc(CNC(=O)Nc2nnc([C@H]3C[C@H](O)[C@@H](CO)O3)s2)cc1,-4,-5,-7
CCOc1cc2c(cc1NC(C)C(=O)Nc1cccc(C(C)=O)c1)OC(C)C2 (stereo not drawn),-2,-22,-3
Cn1ncc2c(NCCO)nc(N3CCN(Cc4ccccc4)CC3)nc21,5,-8,-7
CCOC(=O)c1c(NC(=O)CN2CCN(c3nccs3)CC2)sc(C)c1-c1ccc(C)cc1,6,/,-3
COc1ccc(-c2nc(C)cnc2C)c(OC)c1OC,1,-15,0
Cc1cccc(COC2CCCN(C(=O)c3ccc(Cl)cc3Cl)C2)c1 (stereo not drawn),7,-5,-5
CNc1nc2cnc(Nc3ccc(S(C)(=O)=O)cc3)cc2n1-c1ccccc1,11,-9,-4
COCCn1c(=O)c2c(nc3oc(C)c(C)n32)n(C)c1=O,9,-9,-6
Clc1ccc2nc(-c3ccncc3)c(Nc3ccc4c(c3)OCCO4)n2c1,7,/,-10
CCOc1ccc(-c2c(C#N)c(N)nc(OC)c2C#N)cc1,-8,-6,-1
CC1CN(C(C)C(=O)Nc2ncccn2)CC(c2ccccc2)O1 (stereo not drawn),2,/,-7
CC(C)c1ccc(Oc2cnn(-c3cccc(Cl)c3)c(=O)c2Nc2cccc(C(=O)NCc3ccncc3)c2)cc1,9,-4,-6
COc1ccccc1OCCCOc1ccc(C)cc1OC,4,/,-10
c1ccc(C(CCNc2ncnc3[nH]ncc23)c2ccccc2)cc1,0,/,-4
Cc1ccccc1-n1c(SCc2nc(C(=O)NCc3ccccn3)cs2)nnc1-c1ccco1,18,-5,-3

A second format for some results above.
SMILES: CC(C)c1ccc(Oc2cnn(-c3cccc(Cl)c3)c(=O)c2Nc2cccc(C(=O)NCc3ccncc3)c2)cc1
- NPYLR7 agonist: 9
- mcGAS inh: -4
- hcGAS lum: -6

SMILES: Clc1ccc2nc(-c3ccncc3)c(Nc3ccc4c(c3)OCCO4)n2c1
- NPYLR7 agonist: 7
- mcGAS inh: /
- hcGAS lum: -10

SMILES: CCOc1ccc(-c2c(C#N)c(N)nc(OC)c2C#N)cc1
- NPYLR7 agonist: -8
- mcGAS inh: -6
- hcGAS lum: -1

Complete entries as entered above:
`Cc1cccc(COC2CCCN(C(=O)c3ccc(Cl)cc3Cl)C2)c1` (stereo not drawn) reads NPYLR7 agonist = 7; mcGAS inh = -5; hcGAS lum = -5
`COCCn1c(=O)c2c(nc3oc(C)c(C)n32)n(C)c1=O` reads NPYLR7 agonist = 9; mcGAS inh = -9; hcGAS lum = -6
`CCOc1ccc(-c2c(C#N)c(N)nc(OC)c2C#N)cc1` reads NPYLR7 agonist = -8; mcGAS inh = -6; hcGAS lum = -1

(continued)
SMILES,NPYLR7 agonist,mcGAS inh,hcGAS lum
CC(=O)c1cc(Cl)cc(Cn2cnc(C)c2C)c1O,11,/,-11
Cc1cc(Oc2ccccc2C(C)C)nc(SCc2c(F)cccc2F)n1,21,-6,-9
CCc1c(C(=O)N2CCN(CCn3cncn3)CC2)[nH]c2ccccc12,4,/,2
O=C(NCC1CCCN(Cc2ccc(-n3cccn3)cc2)C1)c1cccc2ccccc12 (stereo not drawn),3,/,2
O=[N+]([O-])c1cc(S(=O)(=O)N2CCCCCC2)ccc1Oc1ccc2c(c1)OCO2,4,/,-4
OC(COCc1ccco1)CN(Cc1c(-c2ccc(F)cc2)noc1N1CCOCC1)CC1CCCO1 (stereo not drawn),9,-8,-8
COCCN(CCC(=O)NCc1cccc(C(F)(F)F)c1)c1nc(-c2ccc(OC)cc2)nc2ccccc12,12,-3,0
CCN(C)c1cc(N2CCN(Cc3ccc(OC)cc3F)CC2)ncn1,-4,0,-3
CCOc1ccc2ncc(C#N)c(N3CCC4(CC3)OCCO4)c2c1,-3,5,0
Cc1ccc(SCCC(=O)Nc2nnc(Cc3cccs3)o2)cc1,-8,/,-1
Cc1cccc(OCC(=O)Nc2c(C(=O)N3CCOCC3)oc3ccccc23)c1C,6,-3,-1
